TGFb inhibitor = blocks TGF-b signaling | HepG2 CAGA-GFP TGF-b/SMAD3 reporter, GFP fluorescence, 18 h; TGF-beta stimulated, 500 pg/mL final | Potency, µM (doses to about 46.1 µM), without a hit: top-dose activity, negative = inhibition, most hits filed as inhibitors | 410,000 compounds, 1.2% hits | AID 588855; note: potency is the fitted concentration of half-maximal effect; % is set by controls: 0 for no effect and ±100 for the full control effect; nearly all actives have a fitted effect of over 65% in size
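Inhibition was scored as loss of TGF-beta-induced (500 pg/mL final, 18 hours, 37 degrees C) GFP in HEPG2 cells carrying a CAGA-GFP reporter, in DMEM with 1% FBS. Well GFP was summed per cell; Activity was normalised to unstimulated and stimulated DMSO wells, then concentration-response fitting.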
A549 viability = A549 cytotoxicity, counter-screen for Nrf2 inhibitors; A549 ARE-Fluc cells, CellTiter-Fluor viability, 18-24 h; 390,000 compounds, 0.16% hits; AID 504648; Potency, µM (top dose mostly 46 µM), for inactives: top-dose activity change, negative = cytotoxicity, usual class: inhibitors; note: potency is the fitted concentration of half-maximal effect; % is set by controls: 0 for no effect and ±100 for the full control effect
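A549 ARE-Fluc cells in 5% FBS OPTI-MEM, 5000 cells/well, rested 2 h then exposed to compounds in concentration-response for 18-24 h at 37 °C. Viability by CellTiter-Fluor fluorescence (Ex 405/Em 525) after 30 min; luciferase luminescence (BugLite, 15 min, RT) read afterwards.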
Nrf2 block = inhibitors of Nrf2 signaling; A549 ARE-Fluc reporter, luciferase luminescence, 18-24 h; Potency, µM (top dose mostly 46 µM), without a hit: at the highest dose activity change, negative = inhibition, hits mostly inhibitors; 360,000 compounds, 2.1% hits; AID 504444; note: potency is the fitted concentration of half-maximal effect; % is set by controls: 0 for no effect and ±100 for the full control effect; nearly all actives have a fitted effect of over 60% in size
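A549 ARE_Fluc cells (5000/well, 5% FBS OPTI-MEM) pre-incubated 2 h, then treated with compounds 18-24 h at 37C/5% CO2 in concentration-response. CellTiter-Fluor viability read first; BugLite luciferase luminescence after 15 min at room temperature gives Nrf2 activity.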
HepG2 viability = counter-screen for TGF-b inhibitors: cytotoxicity in HepG2 cells; Potency, µM (highest dose often 46.1 µM), inactives show at the top dose activity change, negative = cytotoxicity, usual class: cytotoxic; 410,000 compounds, 0.76% hits; AID 588856; HepG2 CAGA-GFP viability, ATP luminescence, 18 h; note: potency is the fitted concentration of half-maximal effect; some results filed as inactive show a strong effect at the top dose
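HepG2 CAGA-GFP cells (1000/well, DMEM with 1% FBS) received compound, then TGF-beta at 500 pg/mL final, and were incubated 18 hours at 37 degrees C. Viability was read by CellTiter-Glo luminescence. Media-only wells were set as complete cell-killing and DMSO as no toxicity.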
MmCpn inh = M. maripaludis TRiC chaperonin inhibition; Potency, µM (series often up to 76.9 µM), inactives show at the highest dose activity, negative = inhibition, actives largely listed as inhibitors; 330,000 compounds, 0.031% hits; purified Mm-Cpn ATPase, ADP Transcreener TR-FRET; note: potency is the fitted concentration of half-maximal effect; % is set by controls: 0 for no effect and ±100 for the full control effect; nearly all actives have a fitted effect of over 80% in size
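ATP (10 uM final) was added to archaeal chaperonin (25 nM final) after 10 min exposure to test compound at 37°C; after 30 min further incubation, ADP was detected by competitive TR-FRET.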
pAkt inh = blocks phosphorylation of Akt; Neuro2A IGF-stimulated pAkt S473 HTRF, 20 min; stronger effect = lower value; activity change, % for hits at 50 µM; 360,000 compounds, 0.32% hits; AID 651550; in the data active = activity change below about -80%; inconclusive = mostly about -51% to -80%; note: % is set by controls: 0 for no effect and ±100 for the full control effect
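Neuro2A cells (4,500/well, DMEM with 0.5% FBS) were treated with compound at a single 50 µM final concentration, stimulated with 6 nM IGF for 20 min at 37 °C, and lysed. Phospho-Akt Ser473 was read by HTRF as 665/615 ratio ×10^4.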
Nrf2 activator = activators of Nrf2 (ARE) signaling; AREc32 ARE-luciferase reporter (MCF7-derived line), luminescence, 24 h; Potency, µM (doses to about 46.1 µM), for inactives: at the top dose activation, hits mostly activators; 410,000 compounds, 0.31% hits; note: potency is the fitted concentration of half-maximal effect; % of control where 0% means no effect; nearly all actives have a fitted effect of over 65% in size
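Nrf2 activation is followed as ARE-luciferase induction in the AREc32 line after one day of compound treatment; luminescence is read with Steady-Glo.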
CCT chaperon mod = changes cytosolic chaperonin activity | AID 651819 | purified chaperonin ATPase assay, HTRF ADP detection, 30 min | 360,000 compounds, 0.3% hits | activity change, % (no concentration beside the values), hits read low; in the data active = activity change below about -30%; note: % is set by controls: 0 for no effect and ±100 for the full control effect
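Enzyme 40 or 20 nM (batch-dependent) in Tris pH 7.4/KCl/MgCl2/DTT; cpd 76 uM single point; ATP 10 uM; 30 min 37 °C; Transcreener ADP HTRF detection, 30 min RT; ratio 665/615.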
Abeta rescue = restores growth of yeast expressing A-beta42 peptide. yeast expressing A-beta42, growth rescue, OD600, 48 h; response scale: 0% DMSO, 100% iron-clioquinol control. Potency, µM (series often up to 46.1 µM), inactives show at the highest dose growth rescue, actives largely listed as activators. 410,000 compounds, 0.063% hits. AID 1347071; note: potency is the fitted concentration of half-maximal effect; nearly all actives have a fitted effect of over 55% in size
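Yeast A-beta toxicity model in growth medium with pinned compounds, 48 h at 30 C; growth read as absorbance at 600 nm. Normalized to FeCl3/clioquinol equimolar mix (positive) and DMSO (negative).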
* = called active by the depositor; i = inactive; ? = inconclusive; nt = no result given; [ ] = another dose, or the depositor's remark. Unless noted, calls come from the whole dose curve; as a rule, active = well fitted curve in the direction sought with a large enough effect; inconclusive = small, poorly fitted or top-dose-only effect, or another doubt; inactive = no such curve, though single readings can be large; an effect the other way counts as inactive or inconclusive. This is a subset; the hit share may differ from the screen's.

Each structure is followed by: TGFb inhibitor | A549 viability | Nrf2 block | HepG2 viability | MmCpn inh | pAkt inh | Nrf2 activator | CCT chaperon mod | Abeta rescue
NCC(CC(=O)O)C1CCCCC1 (configuration not stated)
  -12% | 4% | nt | -11% | 3% | i | 0.1% | -2.7 | 3%
CCOc1ccc(CCNC(=O)c2ccc(-n3c(C)cc4c3CCCC4)cc2)cc1OCC
  -16% | -2% | 0% | -28% | nt | nt | ? | nt | -8%
Clc1cccc(NC2=NCCS2)c1
  -6% | nt | nt | -8% | nt | i | 0.7% | -0.8 | -3%
Fc1cccc(-c2ccc3c(c2)CNCc2cnnn2-3)c1
  -2% | nt | nt | 5% | nt | i | 20% | 2.1 | -12%
Cc1ccc(-n2c(/C=C\c3ccc(F)c(F)c3)nc3ccccc3c2=O)c(C)c1
  -30% | -1% | nt | -24% | nt | nt | -0.3% | nt | -15%
C[C@]1(O)CCC2C3CC[C@H]4C[C@@H](OC(=O)CNC(=O)CN)CC[C@]4(C)C3CC[C@@]21C (some centres not stated)
  -2% | 0% | 2% | 1% | -1% | i | 2.1% | -0.6 | 5%
CCN(CC)C(=O)c1ccc(NC(=O)c2cccc(F)c2)cc1
  8% | 25% | ? | -7% | 0% | i | 0.4% | -0.3 | 0%
CCCCN1C(=O)/C(=C\c2ccco2)C(=O)N(CCc2ccccc2)C1=O
  -12% | -1% | 1% | -18% | 0% | i | 0.2% | -2.9 | -14%
CCC(c1nnnn1C1CCCCC1)N1CCC2(CC1)C(=O)NCN2c1ccccc1 (configuration not stated)
  1% | nt | nt | -17% | nt | i | 0.2% | -0.4 | -20%
CC(NCc1ccccc1Cl)C(O)c1ccccc1 (configuration not stated)
  5% | 14% | 2% | -31% | 1% | i | -0.5% | -1.4 | 0%
COc1nc(NC2CCCCC2)nc(NC(C)(C)C)n1
  10% | -2% | ? | -15% | nt | i | 11% | -0.6 | 12%
CN[C@H](C)[C@H](O)c1ccccc1
  2% | 2% | 1% | -5% | 3% | i | -0.8% | -1.0 | 8%
CCOC(=O)c1cc(C(O)(C(=O)OC)C(F)(F)F)c(/N=C/N(C)C)o1 (configuration not stated)
  -7% | -3% | -9% | -21% | -5% | i | -0.6% | -0.9 | 17%
COc1ccc(C(=O)C2CCCN(Cc3cnc(C)s3)C2)c(OC)c1 (configuration not stated)
  -28% | -7% | 21µM* | -16% | -2% | i | 5.1% | 3.3 | -13%
COc1cccc(C(=O)C2CN(C)CC2c2ccc(Cl)cc2)c1 (configuration not stated)
  -21% | 2% | -4% | -4% | 4% | i | 0.3% | -1.0 | -9%
Cc1cc(-c2n[nH]c(=S)n2CC(C)C)cs1
  -26% | 2% | ? | -6% | -3% | i | -0.3% | 1.9 | 4%
Cc1ccc(N2C(=O)NC(=O)/C(=C/C=C/c3ccco3)C2=O)cc1
  11µM* | 4% | -14% | -31% | 0% | i | ? | -1.9 | -13%
C=CCn1c(O)c(C(C)=Nc2ccc(C(=O)OCC)cc2)c(=O)[nH]c1=O
  0% | -5% | 7% | 8% | ? | i | -0.3% | -3.0 | -8%
COc1ccc(/C=C/C(=O)NC(=S)N2C[C@H]3C[C@H](C2)c2cccc(=O)n2C3)cc1OC
  11% | 0% | 3% | 4% | -2% | i | 0.2% | 1.8 | 1%
CCN(CC)CCCN=Cc1c(O)n(CCc2ccc(F)cc2)c(=O)[nH]c1=O
  9% | -7% | -20% | 4% | 0% | i | 0.2% | -4.5 | -5%

New compounds follow:
Each structure is followed by: TGFb inhibitor | A549 viability | Nrf2 block | HepG2 viability | MmCpn inh | pAkt inh | Nrf2 activator | CCT chaperon mod | Abeta rescue
CN1CCN(CC#CCOc2ccc(Cl)cc2)CC1
  3% | 7% | -2% | 2% | 0% | i | 4.3% | -6.2 | -12%
COc1ccc(CN2CCN(c3ccccc3F)CC2)cc1O
  -4% | 2% | 25% | 5% | 0% | i | -0.5% | -1.8 | 4%
CCCC1(CCO)C(=O)NC(=S)NC1=O
  -5% | 0% | 26% | 1% | nt | i | 0.3% | 3.3 | 3%
O=C(Cn1c(=O)oc2cc(S(=O)(=O)N3CCCC3)ccc21)N1CCCC1
  -3% | 0% | 9% | -5% | 0% | i | -1.4% | -0.8 | 0%
CN(C)CC1CSCCC1(O)c1ccccc1Cl (configuration not stated)
  9% | -4% | -9% | 0% | 0% | i | -0.5% | -1.0 | -9%
Cn1c(O)c(/C=N/N2CCOCC2)c(=O)n(-c2ccccc2)c1=S
  1% | 0% | -23% | 6% | 2% | i | -0.9% | -9.2 | -11%
Cc1cc(C)n2nc(C)[n+](C)c2n1
  -17% | -3% | nt | 4% | 0% | i | -0.3% | -1.4 | -2%
CN1CCC(N(C)Cc2cccnc2)CC1
  -12% | -1% | -8% | 4% | 0% | i | 1.7% | -6.7 | 3%
Clc1ccc(N2CCNCC2)nn1
  -16% | 4% | -19% | -3% | -4% | i | -0.3% | -0.4 | -2%
O=c1[nH]c(=O)n(-c2ccccc2F)c(O)c1C=NCCC1=CCCCC1
  45%[activator] | 5% | -13% | -38% | 1% | i | -0.2% | -1.9 | -18%
Clc1cccc(CNCCc2c[nH]c3ccccc23)c1
  -9% | 0% | -3% | -4% | -1% | i | 3.6% | -20 | 4%
Cc1ccc(N2C(=O)NC(=O)C3(Cc4ccccc4N4CCN(c5ccccc5)CC43)C2=O)cc1 (configuration not stated)
  -1% | 17% | 14% | 3% | 2% | i | 0.6% | -0.2 | 8%
Cc1cnc(C)c(Nc2nc(C(N)Cc3ccc(C(F)(F)F)cc3)cs2)n1 (configuration not stated)
  ? | nt | nt | -109% | nt | i | -4.2% | -1.8 | -4%
COc1cc(OC)c(OC)cc1CN1CCN(C(=O)COc2ccc3ccccc3c2)CC1
  -7% | -5% | ? | -46% | 1% | i | 2.2% | -4.1 | -17%
CC(C)[C@H]1C(=O)N2CCC[C@H]2[C@]2(O)O[C@](NC(=O)[C@@H]3C=C4c5cccc6[nH]cc(c56)C[C@H]4N(C)C3)(C(C)C)C(=O)N12
  9% | -1% | ? | -1% | 1% | nt | 3.5% | -0.6 | -16%
Cn1cc(C(=O)Cc2ccccc2)c2ccccc21
  -2% | 4% | 4% | 2% | 0% | i | -0.4% | -2.6 | 4%
O=C(Nc1ccc(F)cc1)c1c(O)c2c(n(Cc3ccccc3)c1=O)CCCC2
  5% | 8% | 10% | 4% | 0% | i | -0.6% | -0.3 | -9%
Cc1cc(=O)oc2c(C)c(OCC(=O)N3CCN(Cc4ccccc4)CC3)ccc12
  -14% | 4% | -29% | -10% | 0% | i | 0.0% | 0.9 | -1%
CN1CCN(/N=C/c2c(O)n(CCC3=CCCCC3)c(=S)[nH]c2=O)CC1
  -10% | 1% | 5% | -12% | -2% | i | 0.2% | -2.7 | -10%
CCC1([N+](=O)[O-])COP(=O)(NCc2cccnc2)OC1 (configuration not stated)
  -26% | -6% | 6% | -21% | nt | i | 4.2% | -0.4 | 11%
COc1cc2c(cc1O)CC1c3c(cc(O)c(OC)c3-2)CCN1C (configuration not stated)
  -9% | 4% | -13% | -14% | -5% | i | 0.0% | 0.6 | -5%
O=C1OCc2cc(N=Nc3c(O)[nH]c(=O)[nH]c3=O)ccc21
  -1% | ? | -18% | 26% | -4% | i | -0.4% | -3.0 | 2%

As a working copy, part of the list above:
Each structure is followed by: TGFb inhibitor | A549 viability | Nrf2 block | HepG2 viability | MmCpn inh | pAkt inh | Nrf2 activator | CCT chaperon mod | Abeta rescue
CN1CCN(CC#CCOc2ccc(Cl)cc2)CC1
  3% | 7% | -2% | 2% | 0% | i | 4.3% | -6.2 | -12%
COc1ccc(CN2CCN(c3ccccc3F)CC2)cc1O
  -4% | 2% | 25% | 5% | 0% | i | -0.5% | -1.8 | 4%
CCCC1(CCO)C(=O)NC(=S)NC1=O
  -5% | 0% | 26% | 1% | nt | i | 0.3% | 3.3 | 3%
O=C(Cn1c(=O)oc2cc(S(=O)(=O)N3CCCC3)ccc21)N1CCCC1
  -3% | 0% | 9% | -5% | 0% | i | -1.4% | -0.8 | 0%
CN(C)CC1CSCCC1(O)c1ccccc1Cl (configuration not stated)
  9% | -4% | -9% | 0% | 0% | i | -0.5% | -1.0 | -9%
Cn1c(O)c(/C=N/N2CCOCC2)c(=O)n(-c2ccccc2)c1=S
  1% | 0% | -23% | 6% | 2% | i | -0.9% | -9.2 | -11%
Cc1cc(C)n2nc(C)[n+](C)c2n1
  -17% | -3% | nt | 4% | 0% | i | -0.3% | -1.4 | -2%
CN1CCC(N(C)Cc2cccnc2)CC1
  -12% | -1% | -8% | 4% | 0% | i | 1.7% | -6.7 | 3%
Clc1ccc(N2CCNCC2)nn1
  -16% | 4% | -19% | -3% | -4% | i | -0.3% | -0.4 | -2%
O=c1[nH]c(=O)n(-c2ccccc2F)c(O)c1C=NCCC1=CCCCC1
  45%[activator] | 5% | -13% | -38% | 1% | i | -0.2% | -1.9 | -18%
Clc1cccc(CNCCc2c[nH]c3ccccc23)c1
  -9% | 0% | -3% | -4% | -1% | i | 3.6% | -20 | 4%

Compound activity from PubChem.
